OXTR potentiator: human OXTR potentiators, primary screen, fluorescence, CHO-OTR cells, Fluo-8 calcium. Oxytocin receptor (Homo sapiens), P30559. Fluo-8 calcium fluorescence, potentiator mode; 0% = oxytocin EC15, 100% = EC100. activation, % at 3 µM. 320,000 compounds, 0.061% hits. AID 2445, 2010;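 active = activation above that plate's cutoff, the mean activation of tested compounds plus 3 SD, cut at about 6.6% in these data, passing the limit was not always enough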;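 also: 100% uses oxytocin at 75 nM as the full agonist control; some results filed as inactive read as strong as hits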
Target sequence (P30559 whole entry, looked up): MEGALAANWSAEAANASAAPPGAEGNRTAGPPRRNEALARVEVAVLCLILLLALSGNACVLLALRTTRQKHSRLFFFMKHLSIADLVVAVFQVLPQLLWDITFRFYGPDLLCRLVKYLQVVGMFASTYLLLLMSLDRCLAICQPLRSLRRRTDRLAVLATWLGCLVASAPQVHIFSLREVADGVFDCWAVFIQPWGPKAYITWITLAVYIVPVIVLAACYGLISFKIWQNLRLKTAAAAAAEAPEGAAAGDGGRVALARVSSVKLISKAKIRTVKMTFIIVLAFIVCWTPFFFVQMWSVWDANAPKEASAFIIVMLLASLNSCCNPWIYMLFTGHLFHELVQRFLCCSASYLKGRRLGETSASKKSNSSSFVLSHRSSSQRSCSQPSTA
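Assay system: CHO cell line stably expressing human OTR. Reagent: EC15 oxytocin agonist. Dosing: single dose, 3.0 µM nominal final compound concentration. Timing: compound 6 min at room temperature before oxytocin, 100 s read. Signal: kinetic Fluo-8 calcium fluorescence. Controls: oxytocin EC15 low and EC100 high.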
CHO-K1 Ca antag: M1 antagonist counterscreen hit in parental CHO-K1 cells | ATP-induced calcium, Fluo-8 fluorescence | inhibition, % at 3 µM | 360,000 compounds, 0.6% hits | AID 602250;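 active = inhibition above a per-plate cutoff, the plate's mean sample inhibition plus 3 SD, cut at about 24% in these data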;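 also: 0% = DMSO plus EC80 ATP and 100% = DMSO alone without ATP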
M1 ag parental: counter-screen for M1 agonists: effect in parental CHO-K1 cells; Fluo-8 calcium fluorescence; scaled to maximal ATP response, vehicle zero; activation, % at 3 µM; 360,000 compounds, 0.48% hits; in the data active = activation above about 15%;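 also: untransfected CHO-K1 host cells lacking M1 receptor as counterscreen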
GPR7 antag: GPR7 receptor antagonists, primary screen, cell-based, fluorescence, single concentration; 290,000 compounds, 1.1% hits; inhibition, % at 4.4 µM; Neuropeptides B/W receptor type 1 (Homo sapiens), P48145; GPR7-expressing cells, fluorescence antagonist assay; in the data active = inhibition above about 16%, passing the limit was not always enough;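 also: cells stimulated with the agonist NPW; 0% = agonist with vehicle and 100% = vehicle without agonist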
Target sequence (P48145 whole entry, looked up): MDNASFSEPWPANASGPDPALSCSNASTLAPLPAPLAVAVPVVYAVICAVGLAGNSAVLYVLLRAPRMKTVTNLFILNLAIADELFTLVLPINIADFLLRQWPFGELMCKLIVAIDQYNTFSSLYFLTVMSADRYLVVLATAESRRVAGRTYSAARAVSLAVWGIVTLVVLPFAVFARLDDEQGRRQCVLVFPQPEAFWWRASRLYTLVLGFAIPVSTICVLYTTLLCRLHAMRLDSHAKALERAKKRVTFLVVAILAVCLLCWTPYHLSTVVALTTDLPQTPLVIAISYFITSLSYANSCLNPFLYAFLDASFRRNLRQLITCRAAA
V1aR counter: agonists of human V1a receptor, primary screen, counter-screen for OXTR agonist project, fluorescence, CHO-V1R cells; AID 2797, 2010; 320,000 compounds, 0.25% hits; Fluo-8 calcium fluorescence, agonist mode; 0% DMSO, 100% 3 nM vasopressin; activation, % at 3 µM; Vasopressin V1a receptor (Homo sapiens), P37288;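 active = activation above the mean activation of all tested compounds plus 3 SD, per screening run, cut at about 20% in these data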;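 also: signal is peak over basal fluorescence ratio across a 100 second FLIPR read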
CHO parental Ca: ATP-evoked calcium signal inhibitors, parental CHO, primary screen, counter-screen for OX1R antagonist project, cell-based, fluorescence, Fluo-8 calcium dye; AID 463079, 2010; parental CHO-K1, ATP-induced calcium, Fluo-8 fluorescence; 330,000 compounds, 0.63% hits; inhibition, % at 5.6 µM;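 active = inhibition above that plate's mean sample inhibition plus 3 SD, cut at about 26% in these data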;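 also: 0% = ATP-challenged DMSO wells and 100% = DMSO wells without ATP; some compounds past the cut are filed as inactive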
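Material: Parental CHO cells | Reagent: ATP | Compound dosing: Single nominal dose of 5.6 µM per compound | Detection: Intracellular calcium via Fluo-8 no-wash fluorescent dye | Read-out: % inhibition of ATP-induced calcium mobilization | Benchmarks: Low control ATP plus DMSO, high control DMSO only | Replicates: Singlicate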
TAAR1 antagonist: human TAAR1 antagonists, primary screen, Fluo-8 calcium fluorescence, CHO RD-HGA16 cells | Trace amine-associated receptor 1 (Homo sapiens), Q96RJ0 | antagonist | inhibition, % at 3 µM | 360,000 compounds, 1.5% hits | AID 624466, 2012;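 active = inhibition above a per-plate cutoff, the mean inhibition of test compounds on that plate plus 3 SD, cut at about 49% in these data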;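 also: 0% = DMSO plus EC80 beta-PEA response and 100% = DMSO alone without agonist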
Target sequence (Q96RJ0 whole entry, looked up): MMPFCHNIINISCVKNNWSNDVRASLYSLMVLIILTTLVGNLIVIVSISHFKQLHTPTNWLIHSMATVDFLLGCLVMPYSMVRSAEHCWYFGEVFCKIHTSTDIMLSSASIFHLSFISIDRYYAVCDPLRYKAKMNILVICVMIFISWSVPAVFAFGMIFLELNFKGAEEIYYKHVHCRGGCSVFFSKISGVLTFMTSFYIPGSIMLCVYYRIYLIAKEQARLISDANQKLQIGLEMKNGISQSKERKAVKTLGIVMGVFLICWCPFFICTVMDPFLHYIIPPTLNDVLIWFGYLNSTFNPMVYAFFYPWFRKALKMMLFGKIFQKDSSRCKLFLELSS
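test system = CHO RD-HGA16 cells bearing hTAAR1 | replication = singlicate | controls = DMSO-only wells and EC80 β-PEA-stimulated wells | reagent = EC80 β-phenethylamine stimulus | read-out basis = percent inhibition of PEA-evoked calcium signal, max/basal emission ratio | schedule = seeding 17-24 h prior, 75-min 37 °C, 30-min RT dye loading | signal = kinetic Fluo-8 calcium fluorescence measurement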
OXTR agonist: human OXTR agonists, primary screen, fluorescence, CHO-OTR cells, Fluo-8 calcium; 320,000 compounds, 0.32% hits; Fluo-8 calcium fluorescence; normalized: DMSO 0%, oxytocin 100%; activation, % at 3 µM; Oxytocin receptor (Homo sapiens), P30559;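 active = activation above the mean of all tested compounds plus 3 SD, cutoff set per screening run, cut at about 20% in these data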;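 also: peak over basal fluorescence ratio from a 100 s FLIPR kinetic read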
M1 PAM parental: nonselective calcium activators in parental CHO-K1 cells, primary screen, counter-screen for M1 PAM project, cell-based, Fluo-8 calcium fluorescence, full deck, 1536-well; 360,000 compounds, 0.02% hits; ATP EC20; 0% at ATP EC20, 100% at ATP max; activation, % at 3 µM;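 active = activation above the run cutoff, the mean activation of all test compounds plus 3 SD, cut at about 40% in these data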;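 also: peak over basal fluorescence ratio in a 140 s read after ATP addition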
* = called active by the depositor; · = not tested or not shown.

cpd	Structure	OXTR potentiator	CHO-K1 Ca antag	M1 ag parental	GPR7 antag	V1aR counter
1	CCc1nc2ccc(C(=O)N3CCN(c4ccc(Cl)cc4)CC3)cc2nc1CC	-7	-10	0.3	-3	-1.2
2	Cc1cc2nc(-c3cccc(Cl)c3)c(CC3CCCCC3)n2c(C)c1Br	·	-23	0.2	·	·
3	Cc1cc(N/C=C(\C#N)S(=O)(=O)c2ccccc2Cl)nc(C)n1	-12	17	0.0	-11	1.8
4	COc1ccc(-c2ccc(CNCc3ccccn3)o2)cc1Cl	-2	·	·	-13	1.8
5	CCN(CC)CC(O)Cn1c(-c2ccccc2Cl)nc2ccccc21 (stereo not drawn)	-12	4	0.6	-8	-2.1
6	Cc1ccc(C(=O)CSc2ncn[nH]2)cc1	-2	3	0.1	13	-0.4
7	CN(Cc1ccccc1)C(=O)COC(=O)c1cc(-c2ccc(Cl)s2)nc2ccccc12	-9	-2	0.5	-2	1.2
8	CCN1c2ccccc2-c2nc3ccccc3n2C1c1cccs1 (stereo not drawn)	-2	-10	-1.0	-2	-2.2
9	CCn1nnc2cc(C(=O)O)ccc21	0	-12	0.2	-18	0.6
10	CCCc1c(-c2ccc(F)cc2)ncn1CCc1ccccc1OC	·	-11	1.7	·	·
11	NC(=O)NC(=O)COC(=O)/C=C/c1cccs1	-5	-8	0.3	-10	0.6
12	C#CCNC(=O)C1=C[C@H](c2csc3ccccc23)[C@@H](CCCO)[C@H](OCC)O1	-9	-3	-0.1	-6	0.6
13	c1ccc(-n2nc3ccccc3n2)cc1	-9	-4	-0.1	-5	0.2
14	Cc1cc(C)nc(Nc2ccc(N3CCCC3)cc2)n1	1	16	0.1	2	-2.0
15	Cc1cc(C)c2c(n1)nn1c(N3CCN(Cc4ccccc4)CC3)cc(C)nc21	·	-5	-0.5	·	·

cpd	CHO parental Ca	TAAR1 antagonist	OXTR agonist	M1 PAM parental
1	-48	-21	-1.3	15
2	·	-6	·	4
3	-4	4	-0.6	-30
4	-12	·	1.4	·
5	-6	-18	-0.4	-10
6	-11	-13	0.0	-3
7	-34	-25	-1.4	11
8	-40	-13	-2.1	15
9	-1	-8	1.8	21
10	·	40	·	-3
11	-11	3	-1.0	7
12	-24	9	1.1	16
13	4	-14	0.2	0
14	-25	-2	-1.7	-7
15	·	9	·	1

Other structures
cpd	Structure	OXTR potentiator	CHO-K1 Ca antag	M1 ag parental	GPR7 antag	V1aR counter
16	COCCCN1C(=O)C(=O)/C(=C(/O)c2ccc(OC(C)C)cc2)C1c1ccncc1 (stereo not drawn)	4	-8	0.0	-13	0.3
17	CCc1noc(C)c1C(=O)Nc1ccc(C(F)(F)F)cc1	-7	-15	1.5	3	3.0
18	Cc1cccc(N(CC(=O)N2CCN(c3ccc(F)cc3)CC2)S(C)(=O)=O)c1C	-5	0	2.8	4	1.6
19	Cc1cc(NC(=O)c2cccs2)ccc1NC(=O)Cc1ccccc1	-9	8	0.8	5	-0.2
20	CN1CCN(C(=O)c2cccc(NS(=O)(=O)c3ccc(Br)cc3)c2)CC1	0	14	-0.2	·	-0.9
21	COCc1nnc(NC(=O)c2ccccc2[N+](=O)[O-])s1	-2	-4	0.1	-3	0.5
22	COc1ccc(Cl)cc1C(=O)NNC(=S)NC(=O)/C=C/c1ccco1	-14	0	0.8	0	8.4
23	Cc1cc(C)n(-c2ccn(Cc3ccc(Cl)cc3Cl)c(=O)n2)n1	3	-3	0.8	-2	2.1
24	COc1ccc(C(=O)/C=C/Nc2ccc([N+](=O)[O-])cc2C)c(OC)c1	-2	9	0.5	8	0.5
25	Cc1nc(Nc2ccc(F)cc2)nc(Nc2ccc(F)cc2)c1[N+](=O)[O-]	-1	-11	0.4	-6	-1.0
26	CCOC(=O)N1CCN(C(=S)NC(=O)C2CCCC2)CC1	-5	21	-0.1	7	0.2
27	Cc1ccc(OCCC(=O)NNC(=O)c2cc(C)oc2C)cc1	-2	13	0.0	·	2.2
28	O=C(c1ccc(CSc2ccc(Cl)cc2)o1)N1CCOCC1	·	-11	5.4	·	·
29	O=C(Nc1nccs1)c1ccc(Br)s1	-9	12	-0.2	5	-0.4
30	Cc1onc(-c2c(F)cccc2Cl)c1C(=O)Nc1nnc(-c2ccccc2)s1	-7	11	0.0	-6	1.6

cpd	CHO parental Ca	TAAR1 antagonist	OXTR agonist	M1 PAM parental
16	-6	-9	0.3	9
17	0	-15	-0.3	15
18	-19	5	0.8	3
19	-4	19	0.1	-8
20	-24	-12	1.6	-14
21	-2	1	-0.5	19
22	-8	32	13	-11
23	-23	13	1.5	20
24	-8	·	0.7	-14
25	-25	-10	-1.5	11
26	-5	-9	-1.1	-21
27	-17	-9	-0.7	-19
28	·	-3	·	8
29	5	-2	-1.7	-8
30	-23	13	2.2	-7

The results go on.
cpd	Structure	OXTR potentiator	CHO-K1 Ca antag	M1 ag parental	GPR7 antag	V1aR counter
31	N#CC1(P(=O)(c2ccccc2)c2ccccc2)CC1	-1	-12	0.3	-16	2.2
32	Cc1ccc(C(=O)NNC(=O)c2ccccc2-n2cccc2)cc1	-21	-13	-0.1	-6	-0.2
33	Cc1ccc(C(=O)Cn2nc(C(=O)O)c3ccccc3c2=O)cc1C	6	-10	1.3	-11	-0.5
34	Fc1ccc(-c2cc(C(F)(F)F)n3ncnc3n2)cc1	-1	-17	-0.7	-23	-0.2
35	O=[N+]([O-])c1cc(/C=N/n2cnnc2)ccc1N1CCCC1	-10	-2	0.5	-4	0.8
36	O=C(NC(Cc1ccccc1)C(=O)O)c1ccc(S(=O)(=O)N2CCCCC2)cc1 (stereo not drawn)	2	-16	0.4	3	1.0
37	COc1cccc(C(=O)NCCSc2ccc(F)cc2)c1	1	3	2.5	-9	-1.0
38	Cc1[nH][nH]c(=O)c1N=Nc1ccc(Br)c(Cl)c1	-5	-7	4.5	·	3.3
39	COc1cc2cc(C(=O)Nc3ccc4c(c3)OCCO4)[nH]c2cc1OC	-4	-13	3.1	-8	0.0
40	COc1ccc(C(CCN)c2ccc3c(c2)OCO3)cc1 (stereo not drawn)	-2	-13	2.6	12	0.1
41	Cc1ccc(S(=O)(=O)N(CC(=O)NCCSc2ccccn2)c2ccccc2F)cc1	-10	3	5.2	-9	-0.2
42	COCCN(CC(=O)Nc1ccccc1C)S(=O)(=O)c1ccc(S(=O)(=O)N2CCCC2)cc1	-5	0	-0.1	-6	0.1
43	S=C(NCCCc1ccccc1)Nc1ccccc1	·	-11	5.5	6	·
44	CCOC(=O)CCCCCC(=O)Nc1ccc2c(c1)CC(=O)N([C@@H](C)CO)C[C@H](C)[C@@H](CN(C)C(=O)Nc1ccc3c(c1)OCO3)O2	·	-9	0.1	·	·
45	O=S(=O)(c1ccc(F)cc1)N1CCN(C(=S)NC2CCCC2)CC1	-9	2	1.1	7	1.8

cpd	CHO parental Ca	TAAR1 antagonist	OXTR agonist	M1 PAM parental
31	-6	1	-0.3	18
32	-5	-4	0.0	4
33	-14	-11	-0.5	24
34	-4	-11	-0.1	9
35	-6	-14	0.6	-9
36	5	-12	0.5	9
37	-18	-2	-1.1	8
38	3	-49	5.9	8
39	-11	-1	-0.3	17
40	-10	-6	0.9	14
41	-17	-1	-2.2	-11
42	-19	-17	-0.8	0
43	·	14	·	6
44	·	4	·	16
45	4	-11	0.7	12

Next part.
cpd	Structure	OXTR potentiator	CHO-K1 Ca antag	M1 ag parental	GPR7 antag	V1aR counter
46	CC1(C)CC(=O)C2=C(C1)OC(=O)C2(NC(=O)c1cccs1)C(F)(F)F (stereo not drawn)	-6	-3	0.0	-4	-1.2
47	CCCCC(=O)Nc1cc(C(=O)NCCc2ccccc2)ccc1Cl	-2	-20	0.6	7	-0.2
48	COc1ccc(NC(=O)Cn2nnc(-c3ccccc3F)n2)cc1	-6	-11	-0.1	-1	0.8
49	O=C(NCc1cccs1)c1nc2c(nnn2Cc2ccccc2Cl)c(=O)[nH]1	-1	8	-1.0	-16	-1.2
50	Cc1cc(C(=O)C(=O)N(C)C)c(C)n1-c1ccc(Cl)c(Cl)c1	-14	-9	2.2	-23	-0.5
51	C[C@@H](NC(=O)c1ncn2c1c(=O)[nH]c1cccnc12)c1ccccc1	·	11	0.1	·	·
52	O=C(CSc1nnc(-c2cccc(F)c2)o1)NC1CCCC1	·	-10	0.3	5	·
53	C=CCn1c(SCC(=O)Nc2cccc3ccccc23)nc(O)c(CC)c1=O	-6	-16	1.5	1	-0.5
54	COc1ccc(C(=O)NCCCN2CCCC2=O)cc1S(=O)(=O)N1CCOCC1	·	-3	0.9	·	·
55	CCCNC(=O)COC(=O)CCC(=O)c1cccs1	2	-5	0.1	-5	0.6
56	COc1ccc(S(=O)(=O)N(C)CC(=O)Nc2ccccc2C(F)(F)F)cc1Cl	0	-18	0.6	2	-1.2
57	Cc1cc(C)nc(NC(=O)Nc2ccccc2C(F)(F)F)n1	-6	-5	0.7	-9	-1.0

cpd	CHO parental Ca	TAAR1 antagonist	OXTR agonist	M1 PAM parental
46	-7	10	-0.3	-5
47	-15	5	-1.9	8
48	-13	3	0.6	19
49	-7	-14	-2.0	-5
50	-9	2	-2.3	21
51	·	-13	·	-4
52	·	-7	·	0
53	-25	6	-1.0	32
54	·	-4	·	-8
55	4	-9	-0.2	20
56	-17	8	-1.7	9
57	-22	-5	-1.1	19

In a second layout: results already given.
No.	SMILES	OXTR potentiator	CHO-K1 Ca antag	M1 ag parental	GPR7 antag	V1aR counter	CHO parental Ca	TAAR1 antagonist	OXTR agonist	M1 PAM parental
52	O=C(CSc1nnc(-c2cccc(F)c2)o1)NC1CCCC1	·	-10	0.3	5	·	·	-7	·	0
53	C=CCn1c(SCC(=O)Nc2cccc3ccccc23)nc(O)c(CC)c1=O	-6	-16	1.5	1	-0.5	-25	6	-1.0	32
54	COc1ccc(C(=O)NCCCN2CCCC2=O)cc1S(=O)(=O)N1CCOCC1	·	-3	0.9	·	·	·	-4	·	-8
